# Source: PubChem (several laboratories)
# Phagocyt inh: blocks phagocytosis by macrophages; AID 1029; inhibition, % at 5 µM; 110,000 compounds, 0.07% hits; J774A.1 macrophage IgG-bead phagocytosis, imaging;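 active means inhibition above the mean of the plate negative controls plus 5 SD, cut at about 13% in these data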;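 further: phagocytic index as fraction of beads internalized from green versus red external bead signal; plate controls were DMSO negative control for no effect and cytochalasin-D positive control for full effect; some results beyond the cut were filed as inactive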
# HCT116 PTEN-null: growth suppressors of cells with PTEN tumor suppressor deletion; HCT116 PTEN-null viability, CellTiter-Glo, 60 h; active compounds read low; viability, % at 10 µM; 140,000 compounds, 1.2% hits; AID 827;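 active means viability at or below a set limit, 4 SD under the median of all tested compounds, cut at about 3.7% in these data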;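 further: PTEN knockout HCT116 line with beta catenin targeted HCT116 as companion control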
# bCat KO growth: beta-catenin-lacking colon tumor cell growth suppression; 140,000 compounds, 1.5% hits; HCT116 beta-catenin knockout viability, CellTiter-Glo, 60 h; active compounds read low; viability, % at 10 µM;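 active means viability at or under a set limit, the compound median less 4 SD, cut at about 6% in these data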;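 further: 0% = Hyamine 1622 control at 20 µM and 100% = untreated cell control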
# MRP-1 activ: activators of MRP-1 | H69AR cells + doxorubicin, viability rescue, CellTiter-Glo | 140,000 compounds, 0.61% hits | viability increase, % at 10 µM | AID 799;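 active means viability gain under doxorubicin at or above a set limit, the compound median plus 3 SD, cut at about 4.7% in these data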;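 further: MRP-1 overexpressing cells given doxorubicin 25 µM after compound pretreatment; 18-22 h compound pretreatment then 72 h with doxorubicin before readout; 0% = doxorubicin-only wells and 100% = vehicle-treated cells without doxorubicin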
# E-sel TNF inh: blocks E-selectin expression induced by TNF alpha; HUVEC TNFa-induced E-selectin immunofluorescence, high content; inhibition, % at 2 µM; 120,000 compounds, 0.71% hits; AID 1246;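 active means inhibition above the batch mean plus 3 SD, and confirmed as a hit on visual image review, cut at about 43% in these data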;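 further: 0% = TNF-stimulated DMSO wells and 100% = unstimulated control wells; not every result past the cut was called active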
# BB579 growth dn: reduces growth of yeast BB579 in restrictive medium. S. cerevisiae BB579 growth, OD615, 48 h. inhibition, % at 10 µM. 140,000 compounds, 0.51% hits;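 active means inhibition above a set limit, 3 SD over the mean compound inhibition, cut at about 44% in these data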; further: inactives centre near -24
#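 Test system: DeaD yeast strain BB579 / Buffer or medium: restrictive glucose-based CSMM-D medium / Doses: single 10 µM dose / Schedule: 4 h cell preincubation, 48 h compound exposure, 30 °C humidified / Technique: culture absorbance at 615 nm / Controls: amphotericin B positive control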
# Yeast life ext: extends the lifespan of yeast | 130,000 compounds, 0.68% hits | S. cerevisiae growth with nicotinamide, OD615; deaD strain in restrictive glucose medium | inhibition of the nicotinamide effect, % at 10 µM;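 active means inhibition above a set limit, placed 3 SD over the median of all compounds, cut at about 26% in these data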;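 further: 0% = nicotinamide-treated wells and 100% = cells grown without nicotinamide; some compounds called inactive have numbers as strong as hits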
#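 Measured by: optical density (absorbance) at 615 nm; System: modified budding yeast, DeaD strain; Medium: restrictive CSMM-D dextrose medium; Timing: 4 h preincubation then 48 h treatment at 30 °C.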
# Measles CPE: protection of cells from measles virus | Measles virus-infected cells, CPE protection, absorbance | protection (pct of control), % at 4 µM | 140,000 compounds, 1.5% hits | AID 841; in the data active means protection mostly above about 24%, no sharp cut-off; inactive means mostly below about 26%; further: some compounds called inactive have numbers as strong as hits
# GALR2 blocker: blocks the human galanin receptor 2; O43603; inhibition, % at 4 µM; 140,000 compounds, 0.39% hits; GALR2-expressing cells, antagonist mode; in the data active means inhibition above about 27%;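 further: cells stimulated with galanin 1-16 at roughly its EC80; 0% = agonist challenge control and 100% = basal control without agonist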
# Target sequence (O43603 whole entry, looked up): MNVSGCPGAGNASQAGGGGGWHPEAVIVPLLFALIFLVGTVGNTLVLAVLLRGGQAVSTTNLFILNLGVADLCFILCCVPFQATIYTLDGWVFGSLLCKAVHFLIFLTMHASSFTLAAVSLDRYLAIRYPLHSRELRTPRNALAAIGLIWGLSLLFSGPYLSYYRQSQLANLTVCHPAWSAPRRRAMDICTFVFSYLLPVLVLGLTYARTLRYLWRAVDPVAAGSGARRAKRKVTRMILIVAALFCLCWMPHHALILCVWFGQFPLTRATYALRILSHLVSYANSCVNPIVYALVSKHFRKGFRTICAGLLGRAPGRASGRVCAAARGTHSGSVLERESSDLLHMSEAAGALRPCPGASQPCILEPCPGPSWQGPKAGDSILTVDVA
# NPY-Y2 antag: antagonists of human neuropeptide Y receptor Y2 | P49146 | NPY-Y2 expressing cells, antagonist mode | inhibition, % at 2.7 µM | 140,000 compounds, 0.99% hits; in the data active means inhibition above about 17%;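 further: 0% = vehicle with agonist challenge and 100% = reference antagonist with challenge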
# Target sequence (P49146 whole entry, looked up): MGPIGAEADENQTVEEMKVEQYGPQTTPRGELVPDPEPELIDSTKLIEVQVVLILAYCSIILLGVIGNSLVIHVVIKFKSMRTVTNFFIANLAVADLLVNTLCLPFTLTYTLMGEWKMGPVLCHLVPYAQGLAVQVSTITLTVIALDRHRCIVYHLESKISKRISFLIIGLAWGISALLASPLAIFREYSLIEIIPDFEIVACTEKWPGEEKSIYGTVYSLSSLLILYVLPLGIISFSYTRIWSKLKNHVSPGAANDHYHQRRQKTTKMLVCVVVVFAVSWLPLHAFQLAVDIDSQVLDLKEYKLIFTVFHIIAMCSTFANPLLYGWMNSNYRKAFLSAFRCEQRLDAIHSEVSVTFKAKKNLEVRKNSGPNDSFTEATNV
# Active calls of the source: *; nt = not tested or not shown.
[1] COc1ccccc1-c1cc(C(=O)N/N=C/C=C/c2ccccc2[N+](=O)[O-])c2ccccc2n1
[2] CCC(=O)Nc1cccc(SC)c1
[3] CC(C)Cc1oc(C(=O)O)cc1CN
[4] COc1ccc(CCNC(=O)CSc2nc(O)c(C(C)C)c(=O)[nH]2)cc1OC
[5] CCC(=O)Nc1ccc(S(=O)(=O)Nc2cccc(C)c2)cc1OC
[6] Fc1cccc(-n2c(-c3ccco3)nc3nc4ccccc4nc32)c1
[7] COc1ccc(/C(O)=C2\C(=O)C(=O)N(CCN(C)C)C2c2cc(OC)c(OC)c(OC)c2)c(C)c1 (stereo unspecified)
[8] COc1cc2c(cc1OC)C(COc1ccc(F)cc1)N(C(=O)c1ccco1)CC2 (stereo unspecified)
Compound,1,2,3,4,5,6,7,8
Phagocyt inh,-2,-4,0,nt,-2,2,0,0
HCT116 PTEN-null,52,101,101,97,100,101,98,71
bCat KO growth,33,95,104,92,94,101,77,74
MRP-1 activ,-1.4,-1.1,-0.8,1.3,0.1,-1.1,0.1,-1.3
E-sel TNF inh,-19,nt,11,8,-8,18,nt,nt
BB579 growth dn,-64,-26,-27,-34,-9,-42,-29,-16
Yeast life ext,-6,-5,-11,nt,-7,-5,-8,-13
Measles CPE,26,21,10,17,6,24,7,20
GALR2 blocker,-1,13,-7,-11,-2,2,3,13
NPY-Y2 antag,-3,1,0,0,2,4,5,5

# Just Yeast life ext, for some of the entries so far:
entry | canonical_smiles | Yeast life ext
1 | COc1ccccc1-c1cc(C(=O)N/N=C/C=C/c2ccccc2[N+](=O)[O-])c2ccccc2n1 | -6
2 | CCC(=O)Nc1cccc(SC)c1 | -5
3 | CC(C)Cc1oc(C(=O)O)cc1CN | -11

# New compounds follow
[9] CC(Oc1ncnc2ccccc12)C(=O)Nc1cccc(S(=O)(=O)N2CCOCC2)c1 (stereo unspecified)
[10] O=C(Nc1ccccc1)N1CCN(Cc2ccc3c(c2)OCO3)CC1
[11] O=C(Nc1ccccc1C(=O)NCC1CCCO1)c1ccc(Cl)cc1Cl (stereo unspecified)
[12] COc1ccc(NC(=O)Cn2c(=O)sc3ccccc32)cc1
[13] CCOC(=O)CSc1nnc(CNC(=O)c2ccc(OC)cc2)n1C1CCCCC1
[14] Cc1c(-c2ccccc2)nc(-c2ccccc2)[nH]c1=O
[15] Cc1cc(C(=O)OCC(=O)N2c3ccccc3CC2C)c(C)o1 (stereo unspecified)
[16] O=C(c1cc2cc(Cl)ccc2oc1=O)N1CCCC1
Compound,9,10,11,12,13,14,15,16
Phagocyt inh,1,0,1,2,nt,-2,0,nt
HCT116 PTEN-null,87,86,80,91,106,103,90,96
bCat KO growth,90,92,84,102,107,95,104,96
MRP-1 activ,-0.9,-3.5,-0.4,0.0,-0.5,-0.3,-1.1,-0.7
E-sel TNF inh,nt,8,12,6,nt,nt,-9,-16
BB579 growth dn,6,-15,1,-11,-2,-6,-26,-31
Yeast life ext,0,-1,-13,-11,-9,-6,-11,-6
Measles CPE,11,9,5,10,6,19,12,11
GALR2 blocker,-1,-2,5,-4,11,3,-6,8
NPY-Y2 antag,0,-1,1,1,10,-2,0,-2

[17] Cc1cc(C(=O)COC(=O)C2=NNC(=O)CC2)c(C)n1-c1ccc(OC(F)F)cc1
[18] NC(=O)c1c(NC(=O)CSc2nnc(Cc3ccccc3)n2Cc2ccco2)sc2c1CCC2
[19] COc1cc2[nH]c(=O)n(CCCC(=O)N3CC=C(c4ccccc4)CC3)c(=O)c2cc1OC
[20] COC(=O)/C(=C\c1c[nH]c2ccccc12)NC(C)=O
[21] CC(=O)NC(CCS(C)(=O)=O)C(=O)Nc1c(F)cccc1F (stereo unspecified)
[22] COc1ccc(-c2noc(CCC(=O)Nc3cccnc3)n2)cc1OC
[23] CCOc1ccc(N(CC(=O)NCc2ccccc2)S(=O)(=O)c2c(C)noc2C)cc1
[24] CCn1c(Cc2ccccc2)nnc1SCC(=O)c1cccc([N+](=O)[O-])c1
Compound,17,18,19,20,21,22,23,24
Phagocyt inh,0,0,4,nt,nt,0,-1,nt
HCT116 PTEN-null,85,73,84,101,90,94,84,99
bCat KO growth,87,78,96,95,99,100,86,98
MRP-1 activ,-1.0,-2.8,-2.1,-3.1,-1.1,0.5,-0.6,-3.1
E-sel TNF inh,8,nt,3,nt,nt,-5,nt,-34
BB579 growth dn,-24,-45,-24,4,-22,-34,-26,5
Yeast life ext,-15,-4,-15,-18,-8,1,-7,-6
Measles CPE,3,8,33,12,8,22,11,7
GALR2 blocker,2,15,4,-6,4,-1,0,2
NPY-Y2 antag,-1,4,0,0,-1,1,1,2

# Profiles, looked up by structure. Screens in order: Phagocyt inh, HCT116 PTEN-null, bCat KO growth, MRP-1 activ, E-sel TNF inh, BB579 growth dn, Yeast life ext, Measles CPE, GALR2 blocker, NPY-Y2 antag
# `NC(=O)c1c(NC(=O)CSc2nnc(Cc3ccccc3)n2Cc2ccco2)sc2c1CCC2` is entered as 0, 73, 78, -2.8, nt, -45, -4, 8, 15, 4
# `CC(=O)NC(CCS(C)(=O)=O)C(=O)Nc1c(F)cccc1F` (stereo unspecified) is entered as nt, 90, 99, -1.1, nt, -22, -8, 8, 4, -1

# Next section
[25] COc1ccc(C(=O)Nn2c(C)ccc2C)cc1OC
[26] Cc1ccc(C(C)NC(=O)c2c(C)noc2C)cc1C (stereo unspecified)
[27] Cc1nn(Cc2ccc(Cl)cc2Cl)c(C)c1NC(=O)NC12CC3CC(CC(C3)C1)C2
[28] Cc1c(Cl)c([N+](=O)[O-])nn1CCCC(=O)Nc1sc2c(c1C(N)=O)CCC(C)C2 (stereo unspecified)
[29] COC(=O)C(C)(C(=O)OC)c1ccccc1[N+](=O)[O-]
[30] CCOc1ccc(CN2C(=O)c3ccccc3C2C(=O)NCc2cccnc2)cc1 (stereo unspecified)
[31] O=C1Nc2ccccc2C(O)(C(=O)NCc2ccco2)N1c1ccc(Cl)c(Cl)c1 (stereo unspecified)
[32] CC(C)NC(=O)c1sc2nc(-c3cccs3)cc(-c3cccs3)c2c1N
Compound,25,26,27,28,29,30,31,32
Phagocyt inh,-1,-1,-1,3,0,-1,nt,-2
HCT116 PTEN-null,98,97,42,82,94,101,83,101
bCat KO growth,99,93,47,91,95,100,85,95
MRP-1 activ,-0.3,1.4,-0.6,-1.9,0.7,-1.4,-3.1,-2.0
E-sel TNF inh,-56,-8,-5,-30,-8,5,nt,1
BB579 growth dn,-60,-28,-17,-35,1,-65,-32,-48
Yeast life ext,-6,4,-3,0,-15,-11,-16,-7
Measles CPE,6,4,8,2,5,5,14,28
GALR2 blocker,7,-2,-3,0,-2,2,-3,-18
NPY-Y2 antag,2,-3,-4,3,1,1,2,4

[33] COc1ccc2c(c1)CCCC21NC(=O)NC1=O (stereo unspecified)
[34] CCCc1c(C)c2ccccc2[nH]c1=O
[35] O=C(COc1ccc(Br)cc1)N1CCN(c2ccc([N+](=O)[O-])c(N3CCCCC3)c2)CC1
[36] COC(=O)CSc1nnc(-c2ccoc2C)n1-c1ccc(C)cc1
[37] CC(C)(C)c1cc(NC(=O)CSc2nncs2)n(-c2ccccc2)n1
[38] COC(=O)c1cn(NC(=O)C2COc3ccccc3O2)c(=O)c2ccccc12 (stereo unspecified)
[39] O=C(c1ccco1)N1CCC(c2nc(-c3ccc(F)cc3)no2)CC1
[40] C/C(=N/NC(=O)CCC(=O)Nc1cccc(Cl)c1)c1ccc(C)cc1
Compound,33,34,35,36,37,38,39,40
Phagocyt inh,0,-1,-14,0,-6,nt,-2,-1
HCT116 PTEN-null,110,83,85,88,92,94,88,96
bCat KO growth,102,89,83,82,91,103,92,99
MRP-1 activ,0.0,0.1,2.5,-2.8,-2.1,-1.6,-3.0,-0.6
E-sel TNF inh,-2,-6,nt,3,-32,nt,-5,5
BB579 growth dn,-23,-1,-14,-23,0,-32,-9,-52
Yeast life ext,1,14,-2,-14,0,-20,-20,2
Measles CPE,4,10,9,19,6,4,4,4
GALR2 blocker,-22,-13,-10,-17,-4,7,-19,-6
NPY-Y2 antag,0,-1,5,6,1,5,7,3

[41] CNC(=O)c1cc2cc(OC)ccc2oc1=N
[42] CNC(=O)c1cc2cccc(OC)c2oc1=O
[43] CC(Sc1nc(NCc2ccccc2)nc(N2CCOCC2)n1)C(=O)Nc1ccccc1 (stereo unspecified)
[44] O=C(Nc1ccccc1Cl)ON=C1c2ccccc2-c2ccccc21
[45] COc1ccc2cc3cc(C(=O)NCc4ccc5c(c4)OCO5)oc3nc2c1
[46] CC1(C)C(C=C(Cl)Cl)C1C(=O)N1CCN(c2ccccc2)CC1 (stereo unspecified)
[47] N#CC1=C(N)Oc2n[nH]c(-c3ccc(F)cc3)c2C1c1ccncc1 (stereo unspecified)
[48] C=CCOC(=O)C1=C(C)NC(SCC(=O)OCC)=C(C#N)C1c1ccc(C)cc1 (stereo unspecified)
Compound,41,42,43,44,45,46,47,48
Phagocyt inh,-1,nt,-1,nt,nt,-2,-3,nt
HCT116 PTEN-null,102,88,75,107,90,67,96,81
bCat KO growth,105,94,65,105,94,68,96,106
MRP-1 activ,0.7,-2.6,0.0,-0.6,0.9,-0.6,-1.7,-3.9
E-sel TNF inh,nt,1,18,-5,17,-31,-26,10
BB579 growth dn,-15,-11,-29,-10,-14,-43,-5,-54
Yeast life ext,-15,-3,-5,-15,-15,31,-20,-13
Measles CPE,7,23,17,4,5,9,5,0
GALR2 blocker,12,-11,6,-7,-14,-4,6,-4
NPY-Y2 antag,3,3,14,8,6,6,2,-2

[49] COc1cc2cc(C(c3nnnn3C(C)(C)C)N3CCc4ccccc43)c(=O)[nH]c2cc1OC (stereo unspecified)
[50] CC(C)(C)C1CCc2c(sc(NC(=O)CSc3nnc(-c4ccccc4)o3)c2C#N)C1 (stereo unspecified)
[51] CCCc1nnc(NC(=O)CCC(=O)N2CCN(CCOc3ccc(C)cc3)CC2)s1
[52] O=C(/C=C/c1ccccc1)/C=C/c1ccccc1
[53] CCOc1ccccc1NC(=O)CN(Cc1ccccc1)S(C)(=O)=O
[54] CCCC(=O)NC(=S)Nc1ccc(N2CCOCC2)c(Cl)c1
[55] COc1cccc(-c2nc(Oc3cc(C)cc(C)c3)c3ccccc3n2)c1O
[56] O=C(CSc1nc2ccccc2[nH]1)c1ccc2c(c1)OCO2
Compound,49,50,51,52,53,54,55,56
Phagocyt inh,-3,-5,-1,-2,0,-1,-9,4
HCT116 PTEN-null,61,99,61,0.7*,108,88,9,102
bCat KO growth,75,98,56,0.8*,94,88,26,120
MRP-1 activ,-2.6,-1.3,-1.2,-4.8,-3.3,-3.3,-4.6,-0.9
E-sel TNF inh,nt,6,-13,nt,1,-7,9,8
BB579 growth dn,-35,-20,-7,-18,-15,-14,-11,-23
Yeast life ext,19,-1,-11,17,-9,-4,-3,-15
Measles CPE,6,8,2,6,18,10,3,8
GALR2 blocker,1,-5,-3,1,-4,3,13,-7
NPY-Y2 antag,-2,2,0,3,5,3,1,4
